Source: PubChem BioAssay (several laboratories)
Redox H2O2 prof – compounds producing H2O2 with reducing agent – biochemical, NIH compound library profiling, artefact control for MLSCN library redox annotation, primary screen. AID 878, 2007. activation, % at 10 µM. DTT-dependent redox cycling H2O2, phenol red/HRP absorbance; 100% = 100 µM peroxide control, 0% = buffer. hit rate 0.03% among 200,000;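 active means activation of at least 50% relative to the plate's high and low controls in the primary single-dose screen; inactive means activation below 50%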;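 further: compound incubated with DTT at 0.8 mM final as the reducing agent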
RAM inhibit – inhibitors of the yeast RAM network, primary screen, dse1pr::URA3 reporter, 5-FOA selection. hit rate 1.8% among 190,000. S. cerevisiae dse1pr::URA3 reporter, 5-FOA growth OD615, 2 d; analog-sensitive cbk1-as2 kinase mutant strain. inhibition, % at 50 µM;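 active means inhibition above a set limit, 3 SD over mean compound inhibition, cut at about 8.4% in these data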;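 further: 0% = DMSO-only wells with no growth and 100% = 10 µM 1-NA-PP1 full growth; inhibition rescues growth on 5-FOA so higher OD means more RAM inhibition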
PMI activator – activators of human PMI, primary screen, biochemical, fluorescence intensity, near-Km mannose 6-phosphate; Mannose-6-phosphate isomerase (Homo sapiens), P34949; purified human PMI, coupled resazurin fluorescence, 20 min; active compounds read high; 1 = vehicle control, 0 substrate-free wells; activation factor at 20 µM; hit rate 0.005% among 190,000; AID 1214, 2008;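 active means activation factor of 2 or more at 20 µM, relative to plate controls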
Lmaj promast – Leishmania major promastigote growth inhibition, primary screen; Leishmania major promastigotes, resazurin fluorescence viability; inhibition, % at 10 µM; hit rate 9% among 200,000;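 further: promastigotes grown with compound for 44 hours at 28 °C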
TLR4-MyD88 BLA – inhibitors of TLR4-MyD88 association in cells, primary screen, cell-based, HeLa CL3-4, BLA complementation, FRET ratio; inhibition, % at 8.4 µM; hit rate 0.18% among 200,000; HeLa CL3-4 TLR4/MyD88 BLA complementation; Toll-like receptor 4 (Homo sapiens) + Myeloid differentiation primary response protein …; in the data active means inhibition above about 25%;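 further: 0% = vehicle and 100% = reference inhibitor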
Target sequence (O00206 whole entry, looked up): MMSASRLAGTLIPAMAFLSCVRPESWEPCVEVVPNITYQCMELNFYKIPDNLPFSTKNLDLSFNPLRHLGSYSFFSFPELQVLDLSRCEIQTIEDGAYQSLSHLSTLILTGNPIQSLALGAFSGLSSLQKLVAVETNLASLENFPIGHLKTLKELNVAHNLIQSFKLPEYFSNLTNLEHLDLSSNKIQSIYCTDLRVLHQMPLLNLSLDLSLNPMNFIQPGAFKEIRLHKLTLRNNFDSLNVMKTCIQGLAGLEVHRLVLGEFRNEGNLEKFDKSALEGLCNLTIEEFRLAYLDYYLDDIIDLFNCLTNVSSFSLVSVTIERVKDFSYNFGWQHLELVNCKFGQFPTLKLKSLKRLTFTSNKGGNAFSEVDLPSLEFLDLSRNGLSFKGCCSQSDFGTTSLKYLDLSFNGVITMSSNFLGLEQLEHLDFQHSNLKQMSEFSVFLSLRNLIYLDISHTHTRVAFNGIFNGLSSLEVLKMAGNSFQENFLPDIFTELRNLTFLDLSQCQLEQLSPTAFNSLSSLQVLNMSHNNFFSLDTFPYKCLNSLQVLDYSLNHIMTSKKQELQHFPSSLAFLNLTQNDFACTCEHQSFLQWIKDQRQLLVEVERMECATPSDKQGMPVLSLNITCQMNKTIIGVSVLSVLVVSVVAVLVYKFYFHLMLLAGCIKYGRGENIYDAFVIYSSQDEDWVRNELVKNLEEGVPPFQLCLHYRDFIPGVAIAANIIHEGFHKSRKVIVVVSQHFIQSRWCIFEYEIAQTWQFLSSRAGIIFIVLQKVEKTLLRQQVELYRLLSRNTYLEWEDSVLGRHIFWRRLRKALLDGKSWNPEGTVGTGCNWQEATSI
Target sequence (Q99836 whole entry, looked up): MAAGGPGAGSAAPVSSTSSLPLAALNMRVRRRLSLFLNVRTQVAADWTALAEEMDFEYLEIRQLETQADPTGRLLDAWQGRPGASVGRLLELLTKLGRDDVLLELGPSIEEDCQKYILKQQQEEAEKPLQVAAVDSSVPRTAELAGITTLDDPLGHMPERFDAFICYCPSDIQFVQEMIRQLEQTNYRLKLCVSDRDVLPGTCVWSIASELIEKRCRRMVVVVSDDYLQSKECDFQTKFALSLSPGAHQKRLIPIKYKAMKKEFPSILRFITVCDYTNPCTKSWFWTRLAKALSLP
PMI act satM6P – human PMI activators, high substrate, primary screen, biochemical, fluorescence intensity, near-saturating mannose 6-phosphate; hit rate 0.34% among 190,000; activation factor at 20 µM; Mannose-6-phosphate isomerase (Homo sapiens), P34949; coupled PMI enzyme assay, resazurin fluorescence, 20 min; active compounds read high; 1 = untreated enzyme, 0 = substrate-free blank;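 active means activation factor of 2 or more at 20 µM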
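Test system – human PMI in coupled enzyme assay · Timing – 20 min incubation at room temperature · Detection – Diaphorase-driven resazurin-to-resorufin fluorescence, excitation 544, emission 590 nm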
Hsp70 activator – Hsp70 transcriptional activators, primary screen, cell-based, HeLa, Hsp70 promoter luciferase, luminescence, 10 µM; activation, % at 10 µM; hit rate 0.04% among 200,000; HeLa Hsp70 promoter luciferase reporter; scaled: vehicle 0, proteasome-inhibitor control 100%;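 active means activation above the mean across all tested compounds plus 3 SD, cutoff set per campaign, cut at about 5.5% in these data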;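 further: 100% = MG132 at 30 µM as the positive control and 0% = DMSO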
G6PDH CS – L. mesenteroides G6PDH inhibitors, counter-screen for G6PDH-coupled screening assays, biochemical, Leuconostoc mesenteroides enzyme. Purified L. mesenteroides G6PDH, diaphorase/resazurin coupled fluorescence, 45 min. inhibition, % at 5 µM. hit rate 0.12% among 200,000. AID 1020, 2008
S1P3 antag – S1P3 receptor antagonists, primary screen, cell-based | Sphingosine 1-phosphate receptor 3 (Homo sapiens), Q99500 | CHO S1P3 NFAT-BLA reporter, FRET fluorescence, antagonist mode | inhibition, % at 4.98 µM | hit rate 0.27% among 170,000 | AID 485, 2006;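 active means inhibition above the plate cutoff, the mean inhibition of test wells on that plate plus 3 SD, cut at about 28% in these data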;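 further: cells challenged with S1P at its EC80 of 0.8 µM; blue over green emission ratio from cleaved BLA substrate after 4 h stimulation; 0% = S1P-stimulated wells and 100% = unstimulated DMSO-only wells; some compounds past the cut are filed as inactive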
Diaph act CS – compounds boosting diaphorase resazurin reduction – biochemical, uHTS, resorufin fluorescence, counter-screen for diaphorase-coupled primary assays, primary screen; Diaphorase/resazurin coupled assay, 16 min; active compounds read high; 1 = vehicle wells, 0 = NADH-free wells; activation factor at 20 µM; hit rate 0.005% among 190,000;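 active means diaphorase activity raised at least twofold by the compound at 20 µM; inactive means activation factor below 2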
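Test system: Clostridium kluyveri diaphorase, purified enzyme. Buffer or medium: 50 mM HEPES pH 7.4 buffer plus MgCl2 and Tween 20. Also added: 0.114 mM NADH and 0.1 mM resazurin, final amounts. Dosing: compound 20 µM once, DMSO 1%. Schedule: 16 min enzyme reaction, ambient temperature. Detection: fluorescence of resorufin, 544 nm excitation, 590 nm emission.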
Diaphorase inh – diaphorase inhibitors and chemical oxidizers, primary screen, counter-screen for diaphorase-coupled primary assays, biochemical, uHTS, resorufin fluorescence | diaphorase resazurin-to-resorufin fluorescence, NADH, 16 min; bacterial (C. kluyveri) enzyme, not human | inhibition, % at 20 µM | hit rate 0.69% among 190,000;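 active means primary screen inhibition at 20 µM above a set limit, cut at about 50% in these data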;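 further: plate controls were DMSO with full reaction for no effect and wells lacking NADH for full effect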
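Benchmarks: positive control wells lacking NADH, neutral wells with DMSO only. System: bacterial diaphorase enzyme (C. kluyveri). Input: 0.14 U/mL diaphorase, enzyme working solution. Detection: resorufin fluorescence, excitation 544 nm, emission 590 nm. Times: 16-min room-temperature incubation before reading.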
Numbers without * were called inactive; / = no result given. Unless noted, no stated cut-off is given here; in the data, active means inhibition above about 50%; inactive means the rest.

SMILES | Redox H2O2 prof | RAM inhibit | PMI activator | Lmaj promast | TLR4-MyD88 BLA | PMI act satM6P | Hsp70 activator | G6PDH CS | S1P3 antag | Diaph act CS | Diaphorase inh
Cc1noc(C)c1S(=O)(=O)N1CCCC(C(=O)N2CCC(C)CC2)C1 (stereo unspecified) | 1.6 | -0.5 | 1 | 1 | 3 | 1.1 | -0.1 | 5 | 0 | 0.9 | 9
CN(Cc1ccccc1)C(=O)CCn1c(=O)oc2ccccc21 | -2.4 | -0.1 | 1 | -4 | -11 | 1 | -0.1 | 1 | -14 | 0.9 | 7
O=C(CN1C(=O)C(=O)c2ccccc21)OCN1C(=O)c2ccccc2C1=O | -0.9 | 1.1 | 0.8 | -6 | -3 | 0.6 | -0.2 | 14 | -10 | 0.9 | 15
Cc1sc(NC(=O)C2CC=CCC2C(=O)O)c(C(=O)OC(C)C)c1C (stereo unspecified) | 0.2 | 3.8 | 0.9 | -7 | 2 | 0.9 | -0.2 | 14 | / | 0.9 | 12
O=C(Nc1ccccc1)C1C2/C=C\CCCCC21 (stereo unspecified) | -0.5 | 5.4 | 1 | 15 | 1 | 1 | -0.1 | 2 | -6 | 0.9 | 12
Cc1ccc(C(=O)Oc2ccc(N3C(=O)CCC3=O)c(C)c2)cc1 | 1.0 | 1.0 | 1 | 1 | -2 | 1.1 | 0.0 | -1 | -11 | 1 | -3
O=C(Cc1ccc(Cl)cc1)NC(=S)Nc1ccccc1N1CCOCC1 | 0.5 | 3.5 | 0.8 | 5 | -10 | 0.8 | -0.5 | -5 | 2 | 0.7 | 26
COc1ccccc1N1CCN(C(=O)Cn2c(=O)[nH]c3ccsc3c2=O)CC1 | 0.1 | 0.5 | 0.9 | 4 | 0 | 1 | -0.1 | -1 | / | 0.9 | 7
CC(=O)OC(C(=O)NC1CCCCC1)c1ccc(Cl)cc1 (stereo unspecified) | -0.2 | 0.5 | 1.1 | 19 | -14 | 1.1 | -0.3 | 6 | / | 1 | 2
O=C(Nc1ccccc1C(=O)NCCCn1ccnc1)c1ccccc1 | -0.3 | 0.7 | 1.1 | 3 | 1 | 1.1 | 0.0 | 1 | / | 0.9 | 6
CCOC(=O)c1ccc(N2Cc3ccccc3C2=NC(=O)c2cccs2)cc1 | 0.5 | 3.9 | 1 | -1 | 7 | 1 | 0.1 | -13 | -9 | 0.9 | 9
Cc1ccc(/C=N/Nc2nnc(Cl)c3ccccc23)cc1 | 0.7 | 0.0 | 1.1 | 2 | 10 | 1.1 | -0.2 | -6 | -4 | 1 | 3
COc1nc(-c2ccccc2)ccc1-c1noc(-c2cccnc2)n1 | 0.0 | 0.5 | 1 | -1 | -18 | 1 | -0.4 | 19 | -37 | 0.9 | 7
COC(=O)c1ccccc1NC(=S)NC(=O)c1ccc2ccccc2c1 | -0.1 | 1.2 | 0.9 | 15 | 3 | 1 | -0.8 | 3 | -3 | 0.8 | 19
CCOC(=O)c1c(C)nc(-c2ccccc2)nc1N | 3.0 | -0.1 | 0.9 | 5 | 1 | 1 | 0.8 | -2 | 15 | 0.9 | 14
COc1ccc(N2CCN(c3oc(-c4ccc(OC)c(OC)c4)nc3C#N)CC2)cc1 | 0.1 | 0.1 | 0.7 | 12 | 3 | 0.8 | -0.1 | 3 | -26 | 0.9 | 7
C/C(CCC1CC(C)OC1=O)=N/Nc1nc(-c2ccccc2)cs1 (stereo unspecified) | -0.1 | 1.2 | 1.4 | 76* | -16 | 1.7 | -0.2 | 3 | 4 | 0.9 | 12
O=C(Nc1cccc(NC(=O)c2cccs2)c1)c1ccc2c(c1)OCCO2 | -0.2 | 0.9 | 1 | 22 | -11 | 1 | 0.2 | -2 | 3 | 1 | 2
C(=N\N1CCOCC1)/c1nc(-c2ccccc2)n2ccccc12 | -0.6 | -0.1 | 0.7 | 2 | 1 | 0.5 | -0.2 | 2 | -23 | 0.8 | 18
Cn1cc(S(=O)(=O)Nc2cccc(F)c2)c(=O)n(C)c1=O | -2.0 | -0.7 | 1 | -6 | -5 | 1 | 0.5 | 4 | / | 1 | -1
CSC1=N/C(=C\c2ccc(F)cc2)C(=O)S1 | 1.4 | 2.3 | 0.9 | 2 | 2 | 0.9 | -0.2 | 1 | / | 0.9 | 9
CC(C)NC(=O)CSc1nnc(-c2ccc(S(=O)(=O)N3CCCC3)cc2)n1CC1CCCO1 (stereo unspecified) | 1.4 | 1.2 | 1 | -5 | 6 | 1 | -0.2 | 1 | -3 | 0.9 | 14
CCOc1cc(NC(=O)c2ccco2)c(OCC)cc1NC(=O)Cc1ccc(OC)c(OC)c1 | -0.5 | 4.7 | 1 | 1 | -10 | 0.8 | -0.4 | 12 | 10 | 0.9 | 15
COc1ccccc1CNc1ccc(N2CCCCC2)cc1 | 1.1 | 1.5 | 0.3 | 22 | 0 | 0.4 | -0.2 | -14 | -3 | 0.3 | 65*
Cc1nn(-c2ccccc2)c(N2CCCC2)c1/C=N/n1cnc2scc(-c3ccccc3)c2c1=O | 2.8 | 4.9 | 0.9 | 56* | 4 | 1 | 0.4 | 7 | 17 | 0.8 | 25

Grouped by structure, the compounds so far containing an aryl methoxy group
SMILES | Redox H2O2 prof | RAM inhibit | PMI activator | Lmaj promast | TLR4-MyD88 BLA | PMI act satM6P | Hsp70 activator | G6PDH CS | S1P3 antag | Diaph act CS | Diaphorase inh
COc1ccccc1N1CCN(C(=O)Cn2c(=O)[nH]c3ccsc3c2=O)CC1 | 0.1 | 0.5 | 0.9 | 4 | 0 | 1 | -0.1 | -1 | / | 0.9 | 7
COc1nc(-c2ccccc2)ccc1-c1noc(-c2cccnc2)n1 | 0.0 | 0.5 | 1 | -1 | -18 | 1 | -0.4 | 19 | -37 | 0.9 | 7
COc1ccc(N2CCN(c3oc(-c4ccc(OC)c(OC)c4)nc3C#N)CC2)cc1 | 0.1 | 0.1 | 0.7 | 12 | 3 | 0.8 | -0.1 | 3 | -26 | 0.9 | 7
CCOc1cc(NC(=O)c2ccco2)c(OCC)cc1NC(=O)Cc1ccc(OC)c(OC)c1 | -0.5 | 4.7 | 1 | 1 | -10 | 0.8 | -0.4 | 12 | 10 | 0.9 | 15
COc1ccccc1CNc1ccc(N2CCCCC2)cc1 | 1.1 | 1.5 | 0.3 | 22 | 0 | 0.4 | -0.2 | -14 | -3 | 0.3 | 65*

(continued)
SMILES | Redox H2O2 prof | RAM inhibit | PMI activator | Lmaj promast | TLR4-MyD88 BLA | PMI act satM6P | Hsp70 activator | G6PDH CS | S1P3 antag | Diaph act CS | Diaphorase inh
CCOC(=O)c1cnc2ccc(OC)cc2c1Nc1ccc2c(c1)OCCO2 | 0.4 | 0.5 | 0.9 | 27 | -2 | 0.9 | -0.2 | 3 | / | 0.9 | 11
COc1ccc(C(=O)Cn2nnc(-c3ccccc3NC(=O)C(F)(F)F)n2)cc1 | 0.2 | 2.6 | 1 | -5 | -1 | 1 | 0.1 | 4 | / | 1 | 0
O=C(C[n+]1ccccc1)c1ccc(-c2ccccc2)cc1 | -0.3 | 1.3 | 1.2 | 96* | -8 | 1.1 | -0.2 | -4 | -8 | 1 | -4
CN(C)c1ccc(NC(=O)Nc2ccc3snnc3c2)cc1 | 1.9 | 1.1 | 0.9 | 1 | -18 | 0.8 | -0.1 | 5 | -12 | 0.9 | 15
Cc1ccc(NC(=S)N2CCN(C(=O)C3CCCO3)CC2)cc1 (stereo unspecified) | -0.8 | 1.7 | 1.2 | -1 | -9 | 1.1 | -0.1 | 13 | -14 | 1.1 | -10
CC(=O)c1cnc(Nc2ccccc2)s1 | 0.1 | 0.4 | 0.9 | 6 | 9 | 0.9 | -0.5 | 5 | / | 0.8 | 15
CCCC(=O)Nc1cc(-c2nc3ncccc3o2)ccc1C | 0.2 | 0.4 | 1.1 | 89* | 14 | 1.2 | 0.3 | 7 | / | 1 | 0
O=C1c2ccccc2C(Nc2ccc3c(c2)OCCO3)N1Cc1ccc2c(c1)OCO2 (stereo unspecified) | -0.8 | 1.0 | 0.9 | 3 | -13 | 1 | -0.1 | -11 | 36 | 0.8 | 16
C=CCOC(=O)C1=C(C)N(C)C(=O)NC1c1cc2c(cc1Br)OCO2 (stereo unspecified) | -0.5 | 1.0 | 1 | 4 | -6 | 1 | -0.2 | 2 | -7 | 0.9 | 7
COc1cc(CN(C)Cc2cc(=O)n3ccsc3n2)ccc1OC(F)F | -0.9 | 1.5 | 1 | 2 | -17 | 1 | 0.0 | 8 | -5 | 0.9 | 9
CC1CCC(Nc2nnnn2-c2ccccc2)CC1 (stereo unspecified) | -4.0 | 3.4 | 1 | 5 | -5 | 1 | 0.2 | -4 | / | 0.9 | 9
O=C(NC12CC3CC(CC(C3)C1)C2)C1CC(=O)N(c2ccccc2)C1 (stereo unspecified) | 0.3 | 4.1 | 1 | 3 | 3 | 1.1 | -0.3 | 0 | / | 1 | 4
C#CCn1c(=NC(=O)c2ccc(S(=O)(=O)N3CCCc4ccccc43)cc2)sc2cc(S(N)(=O)=O)ccc21 | 0.0 | 5.5 | 0.7 | 100* | -20 | 0.8 | -0.3 | 10 | -3 | 0.8 | 18
Cc1nc2nc(SCC(=O)N3CCOCC3)nn2c(C)c1Cc1c(F)cccc1Cl | -2.0 | 1.4 | 0.8 | -7 | 5 | 0.8 | -0.2 | -23 | / | 0.7 | 29
COC(=O)C(NC(=O)c1ccco1)(Nc1nc(C2CC2)cs1)C(F)(F)F (stereo unspecified) | -0.4 | 1.3 | 1.1 | 5 | -1 | 1.4 | 0.0 | 6 | -20 | 0.9 | 14
